Screens deposited in PubChem by Sanford-Burnham Center for Chemical Genomics.
HT1080 viability – HT1080 cell viability loss – fluorescence readout (AID 620) | HT1080 viability, fluorescence; higher % means a stronger effect | cytotoxicity, % at 10 µM; hits with a dose series show EC50 in µM | 87,000 tested, 0.42% active; in the data active = cytotoxicity above about 50%;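 also: cells exposed to compound overnight then 4 h with Alamar Blue; 0% = vehicle DMSO and 100% = killing control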
Active calls of the source: *. A portion of the library, so the mix of outcomes need not match the whole.

SMILES	HT1080 viability
O=C(NCN1C(=O)C2C3C=CC(C3)C2C1=O)Nc1cccnc1 (stereo not drawn)	-1%
CC1=C(C(=O)OCc2ccccc2)C(c2ccc(Br)cc2)NC(=O)N1CCCCCC(=O)O (stereo not drawn)	-21%
COC(CNC(=O)c1ccc(N2CCCC2=O)cc1)OC	4%
Cc1cc(C)c(Cc2c(C)nc3c(C(=O)NCc4ccco4)cnn3c2C)c(C)c1	-12%
COc1ccccc1N1CCN(S(C)(=O)=O)CC1	-18%
Clc1ccc(-n2cccc2/C=N/n2cnnc2)cc1	-5%
O=C(Cc1c[nH]c2ccccc12)OCCOC(=O)Cc1c[nH]c2ccccc12	-6%
CCCC1(C(=O)OCC)NC(c2ccc(N(C)C)cc2)C2C(=O)N(c3ccc4c(c3)OCCO4)C(=O)C21 (stereo not drawn)	-2%
CC(C)OC(=O)CSc1nc2cccnc2n1-c1ccc(F)cc1	-5%
O=[N+]([O-])c1ccc(Oc2ccc(F)cc2Br)c2ccncc12	-10%
CCOCCCNCc1ccc(OC)cc1	2%
c1ccc(-c2cc(N3CCOCC3)nc3ccccc23)cc1	2%
COc1ccc(-c2nc(CSCC(=O)NCCC3=CCCCC3)c(C)o2)cc1OC	-6%
Cc1ccc2nc(NCCCO)[nH]c2c1	7%
Cc1[nH]nc2c1/C(=N/O)CC(c1ccccc1)C2 (stereo not drawn)	-2%
CCOc1c(Br)cc(/C=C2\C(=O)N(CCC#N)N=C2C)cc1OC	10%
O=C1CN(C(=O)c2cc(Br)c(Br)s2)c2ccccc2N1	4%
Cc1nc2cc(C(=O)OCC(=O)NC3CCS(=O)(=O)C3)ccc2n1-c1ccccc1 (stereo not drawn)	10%
CCc1nccn1S(=O)(=O)c1ccc(OC)c(C)c1C	-7%
O=C(Nc1ccc(Br)cc1)c1cccc(NC(=O)C2C3CC4OC(=O)C2C4C3)c1 (stereo not drawn)	-3%
C/C=C(\C)C(=O)OC1c2c(ccc3ccc(=O)oc23)OC(C)(C)C1OC(C)=O (stereo not drawn)	-1%
CCCn1c(=O)c(C(=O)c2ccccc2)nc2ccccc21	-5%
CCOc1c(Cl)cc(CNCC(C)C)cc1OC	7%
CCc1nnc(NC(=O)C2Cc3ccccc3CN2S(=O)(=O)c2ccc(C)cc2)s1 (stereo not drawn)	-5%
CC/C(O)=C(\C#N)c1nnc2n1CCCCC2	-13%
O=C(NCCCCCCNC(=O)NCc1ccco1)NCc1ccco1	-1%
Cc1ccccc1CN(c1ccc(C(=O)NCCC2=CCCCC2)cc1)S(C)(=O)=O	3%
COc1ccc(C2SCC(=O)N2CC23CC4CC(CC(C4)C2)C3)cc1 (stereo not drawn)	-26%
O=C(COC(=O)c1ccccn1)Nc1ccc(S(=O)(=O)N2CCOCC2)cc1	-22%
CCc1cccc(OCCCCN(CC)CC)c1	-4%
COc1ccc(S(=O)(=O)Nc2ccc3c(c2)OCO3)cc1	-3%
O=C(CCc1ccccc1)Nc1nncs1	-2%
O=C1c2ccccc2-c2nc3ccccc3nc21	-17%
O=C(Nc1ccc2c(c1)OCCO2)c1cc2sccc2n1Cc1ccc(F)cc1	16%
Cc1nc2ccc(NC(=O)Cc3ccsc3)cc2s1	-7%
Cc1cc(S(=O)(=O)Nc2ccc3ccccc3c2)c(C)s1	8%
Cc1c(Cl)cccc1NC(=O)COc1ccc(S(=O)(=O)N2CCOCC2)cc1	-2%
COCCn1c(C(=O)N2CCCC2)cc2c1C[C@H]1CN(C(=O)c3ccccc3)[C@@](Cc3ccc(OC)cc3)(C(=O)OC)[C@@H]21	9%
COCCn1c(-c2ccccc2)nc2oc3cc(OC)ccc3c(=O)c2c1=O	9%
Cc1ccc(S(=O)(=O)NCC(=O)N2CCCC2)cc1	3%
CCCCc1nc(NCCN)c(C#N)c2c1CSC(C)(C)C2	7%
COC(CNC(=O)c1ccc(Cn2c(=S)[nH]c3cc4c(cc3c2=O)OCO4)cc1)OC	-11%
CCC1CCc2c(sc(N)c2C(N)=O)C1 (stereo not drawn)	4%
CC(C)(CS(=O)(=O)[O-])NC(=O)CC[N+](C)(C)CCO	-18%
COc1cc(OC)cc(-c2n[nH]c(=S)n2-c2cc(OC)ccc2OC)c1	-16%
O=C1c2ccccc2C(=O)N1CSc1nnc2c3ccccc3n(CCc3ccccc3)c2n1	-10%
CCC(CC)C(=O)OCC(=O)NC12CC3CC(CC(C3)C1)C2	-10%
C=CCn1c(SCC(=O)c2cccs2)nc2sc(C)c(C)c2c1=O	-2%
Cc1ccccc1-c1nnc(SCC(=O)Nc2c(C)n(C)n(-c3ccccc3)c2=O)o1	-8%
O=C(Nc1ccccc1C(F)(F)F)NC1CCCCC1	-15%
(further entries)
SMILES	HT1080 viability
COCCN(Cc1cc2ccc(C)cc2n2nnnc12)Cc1nnnn1C(C)(C)C	-7%
Cc1noc(C)c1C(=O)NCCc1ccccc1	-6%
C=CCNS(=O)(=O)CC12CCC(CC1=O)C2(C)C (stereo not drawn)	4%
COc1ccc(-n2c(-c3ccc(F)cc3)cnc2SCC(=O)NCc2ccco2)cc1	2%
CNC(=O)c1ccc(Nc2nnc(C)c3ccccc23)cc1	0%
O=C(CCCN1C(=O)c2ccccc2C1=O)Nc1ccc(S(=O)(=O)N2CCCCC2)cc1	20%
Cc1cc(C)c(S(=O)(=O)NCc2ccncc2)c(C)c1	-1%
COc1ccc(NC(=O)CCS(=O)(=O)c2ccc3c(c2)CCCN3C(C)=O)cc1Cl	19%
Cc1ccc(N(Cc2ccc(C(=O)Nc3ccccc3C(=O)NCc3ccco3)cc2)S(C)(=O)=O)cc1C	-17%
Oc1ccc(-c2n[nH]c(=S)n2Cc2ccco2)cc1	-12%

The last six compounds of the part before open the next one:
SMILES	HT1080 viability
CNC(=O)c1ccc(Nc2nnc(C)c3ccccc23)cc1	0%
O=C(CCCN1C(=O)c2ccccc2C1=O)Nc1ccc(S(=O)(=O)N2CCCCC2)cc1	20%
Cc1cc(C)c(S(=O)(=O)NCc2ccncc2)c(C)c1	-1%
COc1ccc(NC(=O)CCS(=O)(=O)c2ccc3c(c2)CCCN3C(C)=O)cc1Cl	19%
Cc1ccc(N(Cc2ccc(C(=O)Nc3ccccc3C(=O)NCc3ccco3)cc2)S(C)(=O)=O)cc1C	-17%
Oc1ccc(-c2n[nH]c(=S)n2Cc2ccco2)cc1	-12%
COc1ccc(CNC(=O)CCOc2ccc(C(C)(C)C)cc2)cc1	12%
CCC(C)Sc1nc2c(c(=O)[nH]c(=O)n2C)n1CC(O)COc1ccccc1C (stereo not drawn)	-7%
O=C1CC(=C2c3ccccc3-c3ccccc32)C(=O)N1CCCCN1CCN(c2ccccc2)CC1	-18%
Cc1cc(C)n(-c2ccc(C(=O)OCC(=O)Nc3ccc(S(=O)(=O)N4CCCCC4)cc3)cc2)n1	0%
O=[N+]([O-])c1ccc(Cl)cc1Sc1nc2ccccc2o1	-9%
CCOc1ccc(CCNC(=O)c2ccc(N3CCCC3=O)cc2)cc1OCC	-1%
COc1ccc(C(=O)Cc2ccc(OC)c(OC)c2)c(OC)c1	28%
COC(=O)c1cnn2c(C(F)(F)F)cc(-c3ccccc3)nc12	4%
Cc1nonc1OCC(C)(COc1nonc1C)NC(=O)c1ccc(Cl)cc1	7%
CN(C)c1ccc(/C=C2\C(=O)N(c3ccc([N+](=O)[O-])cc3)N=C2N2CCOCC2)cc1	-4%
COc1ccc(NC(C#N)c2ccc(OC)cc2)cc1 (stereo not drawn)	-1%
Cc1ccc(N2C(=O)C3N=NN(CC(=O)N4N=C(c5cccc6ccccc56)CC4c4ccccc4)C3C2=O)cc1 (stereo not drawn)	-5%
O=C(NCc1ccccc1)C(C(=O)c1ccc(F)cc1)n1ccccc1=O (stereo not drawn)	-8%
Cc1ccccc1Cn1nnc2c1C(=O)c1ccccc1C2=O	-34%
CC12CCC(C(=O)NC(c3ccccc3)c3ccccc3)(OC1=O)C2(C)C (stereo not drawn)	-17%
O=C(Nc1cccc(O)c1)c1cnn2cccnc12	2%
CC1CC(C)(C)N2C(=O)C3(Nc4ccccc4S3)c3cccc1c32 (stereo not drawn)	-8%
CC(C)(NC(=O)N1CCOCC1)c1cccc(C(C)(C)NC(=O)N2CCOCC2)c1	12%
CC(C)Cn1c(-c2cccs2)nc2ccccc21	-17%
CC1=C(C(=O)OCc2ccccc2)C(c2cccc([N+](=O)[O-])c2)NC(=O)N1CCCCCC(=O)O (stereo not drawn)	-15%
CCC(C)[C@H](NC(=O)NCCCc1ccccc1)C(=O)OC (stereo partly drawn)	9%
C=CCn1c(=O)c2ccccc2n2c(SCC(N)=O)nnc12	-6%
CC(C)(C)N1CC(c2nc3ccccc3n2Cc2ccccc2)CC1=O (stereo not drawn)	-15%
CCOc1ccc(OCc2ccc(C(=O)N3CCOCC3)cc2)cc1	-5%
O=C(NCc1ccc2c(c1)OCO2)c1ccc2c(c1)OCCO2	13%
CCOc1cccc2cc(-c3csc(NC(=O)CCC(=O)N4CCC(C)CC4)n3)c(=O)oc12	7%
Cc1c(Br)cccc1NC(=O)c1sccc1-n1cccc1	-4%
Cc1noc(C)c1CSc1nnc2ccccn12	13%
Cc1ccc(C(=O)OCC(=O)Nc2ccccc2C(F)(F)F)cc1S(=O)(=O)N1CCOCC1	6%
NC(N)=N/N=C/c1ccccc1	11%

Part of the list above, reformatted.
O=C(NCc1ccc2c(c1)OCO2)c1ccc2c(c1)OCCO2
  HT1080 viability: 13%
CCOc1cccc2cc(-c3csc(NC(=O)CCC(=O)N4CCC(C)CC4)n3)c(=O)oc12
  HT1080 viability: 7%
Cc1c(Br)cccc1NC(=O)c1sccc1-n1cccc1
  HT1080 viability: -4%
Cc1noc(C)c1CSc1nnc2ccccn12
  HT1080 viability: 13%

Other structures follow.
SMILES	HT1080 viability
CCOc1cc(N2CCOCC2)c(OCC)cc1NC(=O)COc1ncnc2ccccc12	-4%
COc1ccc(N2C(N)=NC(N)=NC2(C)C)cc1	-5%
CCC(CC)c1nnc(NC(=O)CN2C(=O)C3C4C=CC(C4)C3C2=O)s1 (stereo not drawn)	-2%
O=C(c1cc2ccccc2oc1=O)N1CCN(c2ncccn2)CC1	2%
[O-][n+]1onc2c3ccnnc3ccc21	-1%
COCc1nnc(NC(=O)CCN2C(=O)c3ccccc3C2=O)s1	12%
CCOC(=O)C1CCN(C(=O)c2cccnc2Cl)CC1	-6%
CN(C)S(=O)(=O)N1CCN(c2ccccc2Cl)CC1	-10%
COC(=O)c1sccc1NC(=O)c1cccc(OC)c1	2%
Cc1ccc(S(=O)(=O)Nc2c3ccccc3nc(=O)n2-c2ccccc2)cc1	1%
COC(=O)c1ccc(S(=O)(=O)N2C3CCC2CC(NC(=O)C2CC2)C3)cc1 (stereo not drawn)	6%
Fc1ccc(Nc2nc(Oc3ccccc3F)nc(N3CCCC3)n2)cc1	23%
CCCCN1C(=O)NC(NC(=O)c2ccco2)(C(F)(F)F)C1=O (stereo not drawn)	-2%
CC(=O)C1C(c2ccccc2)c2c(n[nH]c2C)CC1(C)O (stereo not drawn)	-1%
O=C(CN1C(=O)c2ccccc2S1(=O)=O)Nc1ccccc1	-2%
COc1ccc(CCNc2ccncn2)cc1	-9%
O=C(O)CC(C(=O)Nc1ccc(Cl)c(Cl)c1)C1CCCO1 (stereo not drawn)	1%
CCOC(=O)C1(C)/C(=N/Nc2ccccc2Cl)C(=O)C(=O)N1c1ccccc1 (stereo not drawn)	-14%
COc1ccc(OC)c(NC(=O)c2ccc(NS(C)(=O)=O)cc2)c1	9%
O=C(NCc1ccco1)C(c1ccco1)N(Cc1cccs1)C(=O)Cn1nnc2ccccc21 (stereo not drawn)	-1%
CCCCNC(=O)CSc1nnc(-c2ccc(S(=O)(=O)N3CCCC3)cc2)n1C	-11%
O=C(NC1CCCCC1)N1CCCC1	-2%
O=C(CN(C1CCCCC1)S(=O)(=O)c1ccc(F)cc1)Nc1ccc2c(c1)OCO2	-6%
CN(C)c1ccc(NC(=O)c2cn(-c3ccccc3)nc2-c2cccs2)cc1	-8%
O=C(CCCn1c(=O)[nH]c2cc(Cl)ccc2c1=O)NCCC1=CCCCC1	-1%
CCOc1ccc(C(=O)SC2=NCCS2)cc1	-1%
Cc1ccccc1N1CCN(S(=O)(=O)c2ccccc2)CC1	-10%
COc1ccc(CNC(=O)CN2C(=O)C(C)N(c3ccc(C)cc3)C2=O)cc1 (stereo not drawn)	-12%
c1ccc(-c2noc(-c3ccccc3-c3ccccc3)n2)cc1	-12%
O=S(=O)(NC1CCCCC1)c1ccc(F)c2ccccc12	-14%
O=C(O)Cc1ccc(C(=O)c2ccccc2)s1	-4%
CN(C)S(=O)(=O)c1ccc(Cl)c(C(=O)NCc2ccco2)c1	-3%
COCCNC(=O)Cn1c(=O)n(C)c2ccccc21	21%
COc1ccc(NC(=O)NCc2ccncc2)c(OC)c1	-13%
CCC(C)[C@H](NC(=O)OC(C)(C)C)C(=O)N/N=C/C1=Cc2ccccc2OC1 (stereo partly drawn)	-2%
COc1ccc(NC(=O)c2cccc(N3C(=O)NC4CC3(C)Oc3ccccc34)c2)cc1 (stereo not drawn)	6%
CCN(CC)S(=O)(=O)c1cccc(-c2cn3cc(C)ccc3n2)c1	21%
O=c1[nH]c2ccccc2c(=O)n1CCCO	2%
CCOC(=O)Cc1csc(NC(=O)c2ccncc2)n1	-3%
